Assay outcomes from PubChem.
TbREL1 primary = TbREL1 inhibition, primary screen; P86926; TbREL1 RNA ligation, FRET fluorescence; inhibition, % at 9.66 µM; 89,000 compounds, 0.49% hits;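 active = inhibition above the mean inhibition across all screened compounds plus 3 SD, cut at about 11% in these data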;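 also: 0% = plate median of test wells and 100% = NSC42067 control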
Target sequence (P86926 whole entry, looked up): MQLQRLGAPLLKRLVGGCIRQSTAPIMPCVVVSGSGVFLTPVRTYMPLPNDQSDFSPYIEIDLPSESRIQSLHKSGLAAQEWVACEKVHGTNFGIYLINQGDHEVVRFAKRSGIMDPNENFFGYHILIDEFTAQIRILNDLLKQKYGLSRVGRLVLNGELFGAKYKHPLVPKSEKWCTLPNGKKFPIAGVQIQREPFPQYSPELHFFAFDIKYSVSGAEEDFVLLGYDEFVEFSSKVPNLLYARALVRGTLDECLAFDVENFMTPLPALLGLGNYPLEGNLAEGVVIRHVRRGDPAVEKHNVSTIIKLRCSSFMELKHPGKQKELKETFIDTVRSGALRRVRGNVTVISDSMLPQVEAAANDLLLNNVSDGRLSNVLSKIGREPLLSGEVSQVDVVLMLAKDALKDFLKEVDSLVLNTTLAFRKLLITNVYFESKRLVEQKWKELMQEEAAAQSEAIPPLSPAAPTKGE
The depositor's hits bear a star.

SMILES	TbREL1 primary
O=C(CC1(O)C(=O)N(Cc2ccccc2)c2ccccc21)c1ccc2c(c1)OCO2 (stereo not given)	-1
COc1ccc(CCC(=O)Nc2ccc(N3CCOCC3)c(S(=O)(=O)Nc3ccc(OC)cc3)c2)cc1	6
CC(=O)NCC1CCN(C(=O)C2CCC(=O)N(CCc3cccc(F)c3)C2)CC1 (stereo not given)	-2
O=C(CC(=O)NCCc1ccccc1)NCCc1ccccc1	1
CCCCn1nnnc1SCC(=O)Nc1ccc(F)cc1	2
COc1cccc(/C=C/C(=O)OCC(=O)NCc2ccco2)c1	-2
CCCNC(=O)N1CCN(S(=O)(=O)c2ccc(C)cc2)CC1	0
CCc1nnc(N2C(=O)c3cccc4cccc(c34)C2=O)s1	0
COc1ccc2nc(N3CCCC3)c(C#N)cc2c1	5
COc1ccc2[nH]c3c(c2c1)CCN1C(=O)C(CC(=O)NCc2ccco2)C[C@H](C(=O)N2CCCCC2)[C@@]31C (stereo not given in full)	5
Cc1ccccc1OCCn1cnc2c(N)ncnc21	2
COc1ccc(C2=NOC(Cn3nc(C(=O)NCc4ccc5c(c4)OCO5)cc3-c3ccccc3)C2)cc1 (stereo not given)	-1
CCCN(C(=O)CCc1cn(CCC)c2ccccc12)c1ccc(Oc2cccnc2)cc1	-6
CC(C)c1ccc(CN2C(=O)c3ccccc3S2(=O)=O)cc1	6
Cc1nn(Cc2ccc(F)cc2)c(C)c1NC(=O)C1c2ccccc2Oc2ccccc21	-2
CC(C)OC(=O)c1cccnc1N1CCN(c2ccc(F)cc2)CC1	-1
Cc1[nH]c(=O)sc1C(=O)NCc1ccc([N+](=O)[O-])cc1	-1
Cn1c2ccccc2c(=O)c2c(=O)n(Cc3ccccc3)c(-c3ccc(F)cc3)nc21	4
CCOC(=O)Nc1cccc(OCC(=O)Nc2ccc(OC)cc2OC)c1	0
C[C@H]1C2CC(OC(=O)NCc3ccccc3)C(C2)[C@H]2CCCCN21 (stereo not given in full)	3
OC[C@@H]1CN(Cc2cccc3ccccc23)C[C@H](n2cnc3c(NCc4ccco4)ncnc32)O1	-3
O=C(Nc1ccccc1)NC1CCCCNC1=O (stereo not given)	-1
COc1ccc(N(C(=O)c2snc(C(N)=O)c2N)C(C(=O)NC2CCCC2)c2cc(OC)ccc2OC)c(OC)c1 (stereo not given)	-3
CCn1c(=O)n(CC(=O)NC2CCCC(C)C2C)c(=O)c2ccccc21 (stereo not given)	0
Cc1ccc(S(=O)(=O)Nc2nc3ccccc3nc2NCC2CCCO2)cc1C (stereo not given)	-1
CCOC(=O)C1(C)CCCN(C(=O)c2cc(F)cc(F)c2)C1 (stereo not given)	-3
Cc1ccc(NC(=O)CCCCCN2C(=O)[C@@H]3Cc4ccccc4CN3C2=O)c(C)c1	0
Cc1cc(=O)[nH]c(SCC(=O)Nc2ccc(F)c(F)c2)n1	-1
O=C(N[C@@H](Cc1ccccc1)C(=O)OCc1ccccc1)c1nc[nH]c1C(=O)N1CCc2ccccc2C1	0
COc1ccc(S(=O)(=O)N2CCN(C)CC2)cc1NC(=O)c1ccccc1C	4
Cc1cc(C)nc(NC(N)=NC(C)c2ccccc2)n1 (stereo not given)	4
CCN(CC)CCCNC(CC(=O)Nc1cccc([N+](=O)[O-])c1)C(=O)O (stereo not given)	1
CNCC(=O)Nc1ccc(Cl)c(C(F)(F)F)c1	3
COc1cccc(NC(=O)CCNS(=O)(=O)c2ccc(Br)s2)c1	2
COc1ccc(CCN(C)C(=O)C2CC(=O)N(Cc3ccc(C)cc3)C2)cc1OC (stereo not given)	0
Cc1ccc2c(c1)N(CCC(=O)NCCCN1CCCC1)C(=O)CO2	8
CCCS(=O)(=O)N1CCN(C(=O)COc2ccccc2)CC1	2
COc1ccc(-c2nc(CS(=O)(=O)CC(=O)NC3CCCCCC3)c(C)o2)cc1	-3
Cc1nnc(NC(=O)c2cc(-c3ccco3)nc3ccccc23)s1	6
CC(C)CNC(=O)c1coc(=O)c(Br)c1	2

A portion from the list above, for reference:
SMILES	TbREL1 primary
Cc1ccc2c(c1)N(CCC(=O)NCCCN1CCCC1)C(=O)CO2	8
CCCS(=O)(=O)N1CCN(C(=O)COc2ccccc2)CC1	2
COc1ccc(-c2nc(CS(=O)(=O)CC(=O)NC3CCCCCC3)c(C)o2)cc1	-3
Cc1nnc(NC(=O)c2cc(-c3ccco3)nc3ccccc23)s1	6
CC(C)CNC(=O)c1coc(=O)c(Br)c1	2

Following part
SMILES	TbREL1 primary
CCCN(C)C1CN(Cc2cn(Cc3cccc(Cl)c3)nn2)S(=O)(=O)C1 (stereo not given)	0
O=C(c1ccccc1)N1CCN(S(=O)(=O)c2ccccc2)CC1	-1
CCOc1ccc(C(=O)NC(C(=O)NCC2CCCO2)C(C)C)cc1 (stereo not given)	-1
COc1ccc(NC(=O)c2ccccc2NS(=O)(=O)c2ccc(C)cc2)c([N+](=O)[O-])c1	4
Cc1nnc(NC(=O)CCCCCN2C(=O)C3C4C=CC(C4)C3C2=O)s1 (stereo not given)	-1
CCCn1c(=S)[nH]c2cc(Cl)ccc21	-1
Cc1ccsc1C(=O)NNC(=O)C1CCCCC1C(=O)O (stereo not given)	-2
COc1ccc(-c2nnn(CC#N)n2)cc1OC	1
CCN(CCn1cccn1)C(=O)c1cc(COc2cc(C)ccc2C)on1	-2
N#CC(=NCc1cccnc1)C1=C(O)c2ccccc2C1=O	2
O=C(NNC(=O)C12CC3CC(CC(C3)C1)C2)c1cnccn1	1
COc1ccc(Cc2nn3c(-c4ccccc4OC)nnc3s2)cc1	-3
CCCc1cc(=O)oc2c(C)c(OCC(=O)c3ccc(N4CCCC4)cc3)ccc12	0
Cc1ccc(O)c(-c2cc(C(F)(F)F)[nH]n2)c1	7
COc1ccc(-c2nnc(Nc3nc4c(OC)cccc4s3)o2)cc1	-6
Nc1cc(N2CCCC2)c(Cl)cc1[N+](=O)[O-]	0
O=C(NC1CCCCC1)c1[nH]c(C(F)(F)F)nc1-c1ccccc1	1
OC(CNC1Cc2ccccc2C1)COc1ccc(F)cc1 (stereo not given)	4
CC(=O)c1ccccc1Oc1cc(NN2CCCCC2)c([N+](=O)[O-])cc1[N+](=O)[O-]	3
COc1ccc(C(=O)Nc2ccc(CN3CCCCC3)cc2)cc1	1

Some of the entries above, set out differently.
> O=C(c1ccccc1)N1CCN(S(=O)(=O)c2ccccc2)CC1
  TbREL1 primary: -1

> CCOc1ccc(C(=O)NC(C(=O)NCC2CCCO2)C(C)C)cc1 (stereo not given)
  TbREL1 primary: -1

(list continues)
SMILES	TbREL1 primary
O=C(COC(=O)c1cc(Cl)nc(Cl)c1)NCCc1ccc(F)cc1	-3
C=CCN1C(=O)/C(=C2/Sc3ccc(OC)cc3N2C)SC1=Nc1ccccc1	3
CCOc1ccc(Cc2nc(C)c(CC(=O)N3CCOCC3)c(=O)[nH]2)cc1	4
CC(C(=O)NC(=O)NC1CCCCC1)N(C)CC(=O)Nc1ccc(F)c(F)c1F (stereo not given)	-2
CCCC(=O)N1CCC1(C)C(=O)NS(=O)(=O)c1cc(C)ccc1F (stereo not given)	0
CCCCOC(=O)C1CCCC(C(=O)OCCCC)N1 (stereo not given)	-1
CN(C)c1ccc(C(C(=O)NCC2CCCO2)N(C(=O)c2snc(C(N)=O)c2N)c2ccc3c(c2)OCO3)cc1 (stereo not given)	-4
O=C(Nc1ccc(-c2csc(Nc3ccccc3)n2)cc1)c1cccc(C(F)(F)F)c1	2
O=C(CSc1nc(-c2ccccc2)cs1)N1CCN(C(=O)c2ccco2)CC1	-1
COc1ccc(NC(=O)CC2SC(N3CCOCC3)=NC2=O)cc1OC (stereo not given)	0
O=S(=O)(c1ccccc1)N1CCN(Cc2c(O)ccc3ccccc23)CC1	0
COc1ccc(S(=O)(=O)N2CCCCC2)cc1NC(=O)c1[nH]c(C)c(C(C)=O)c1C	2
CC(=O)NCCNc1nc2cc(-c3ccccc3)sc2c(=O)n1C	0
COC(=O)[C@H](NC(=O)c1cc([C@@H](NC(=O)OC(C)(C)C)C(C)C)sc1N)C(C)C	2
COc1ccc(-c2cc(-c3cccs3)c(C#N)c(SCC(=O)NCc3ccccc3OC)n2)cc1	1
O=C(NCc1cccnc1)C12CC3CC(CC(Cl)(C3)C1)C2	-4
Cc1cccc(NC(=O)c2nc[nH]c2C(=O)N(C)Cc2ccccc2)c1	6
O=C(OCC#CCSc1nnc(-c2cccc3ccccc23)o1)c1ccc(Br)cc1	3
CCCCc1nc(SCc2ccc([N+](=O)[O-])cc2)n[nH]1	3
O=C(NC1CCCCN(Cc2ccc(Cl)cc2)C1=O)c1ccc(COc2ccccc2)cc1 (stereo not given)	12*
COc1cc(OC)c(OC)cc1CNC(=O)c1ccc(S(=O)(=O)N2CC(C)OC(C)C2)cc1 (stereo not given)	-3
O=C(Oc1nsnc1N1CCOCC1)N(c1ccccc1)c1ccccc1	-1
C[C@]1(C(=O)NCCc2c[nH]c3ccccc23)C=C[C@@H](Cc2ccccc2)N1C(=O)c1ccccc1	-4
CCN(Cc1ccccc1)C(=O)CCc1nnc(CCCc2ccccc2)o1	-4
CC1CCN(C(=O)C2COc3ccccc3O2)CC1 (stereo not given)	-1
NC(=O)C1CCN(CC(=O)Nc2cc(S(=O)(=O)N3CCOCC3)ccc2N2CCCC2)CC1	-1
C[C@H]1CN=C(Nc2ccccc2)N1CC1CCCCC1	2
COc1cc(C(=O)Nc2ncccc2C)ccc1OCC(=O)N1CCOCC1	5
CCCN(Cc1nnc(-c2cccs2)o1)C(=O)c1cccc(S(=O)(=O)N2CCOCC2)c1	4
CC(C)(C)S(=O)N1C[C@@H]2CC(=O)C(CCO)=C2[C@H]1CCO (stereo not given in full)	1
O=C1CC(Cc2ccccc2)C(=O)N1CCCn1ccnc1 (stereo not given)	8
CCOC(=O)CNC(=O)c1ccc(C)cc1	1
O=C(CCCn1c(=S)[nH]c2cc3c(cc2c1=O)OCO3)N1CCN(c2ccccc2)CC1	0
C[C@H]1COc2cccc(N(C)CCO)c2S(=O)(=O)N1	-2
Cc1ccc(OCC(=O)NC2CCSc3ccccc32)cc1 (stereo not given)	5
CCOc1ccc(OCCSc2ccc(S(=O)(=O)N3CCN(C)CC3)cn2)cc1	2
Cc1ccc(CN2CCN(/N=C/c3ccc(O)c(O)c3)CC2)cc1	-2
COc1cc2c(cc1OC)CN(C(=O)c1cc(S(=O)(=O)N3CCOCC3)c(Cl)cc1Cl)CC2	-1
O=S(=O)(c1cnccc1N1CCN(/N=C/c2ccccc2)CC1)N1CCCCC1	2
COc1ccc(C2NC(=O)c3ccccc3N2)cc1OC (stereo not given)	4
COc1ccc(Nc2ncc3c(n2)CC(c2ccc(C)cc2)CC3=O)cc1 (stereo not given)	1
CC(C(=O)OCC(=O)Nc1ccc(S(=O)(=O)N2CCCCC2)cc1)N1C(=O)c2ccccc2C1=O (stereo not given)	-2
O=C(c1cccc(S(=O)(=O)N2CCN(c3ccc(F)cc3)CC2)c1)N1CCCC(C(F)(F)F)C1 (stereo not given)	1
O=C1OCc2cc(NC(=O)C34CC5CC(CC(C5)C3)C4)ccc21	-1
C/C(=N\NC(=O)c1cccc(S(=O)(=O)Nc2ccccc2Cl)c1)c1ccco1	-2
COc1ccc(S(=O)(=O)Nc2cc3c4c(c2)CCN4C(=O)CC3)cc1OC	-2
Cc1ccc(Cn2cc(COC(=O)N(C)Cc3ccccc3)nn2)cc1	0
CCN(CC)C(=O)Cn1nnc(-c2ccc(C)o2)n1	-5
CCOC(=O)N1CCN(c2nc(-c3ccc(F)cc3)cs2)CC1	-1
COC(=O)c1ccc(CC(=O)c2nc3ccccc3s2)cc1	8
CS(=O)(=O)c1ccc(C(=O)OCC#CCSc2nnc(-c3cccc4ccccc34)o2)cc1	2
COc1ccccc1N1C(=O)C2C(C(=O)c3ccccc3)=NN(c3ccccc3)C2C1=O (stereo not given)	-1
COC(=O)c1cnn(-c2cc(Oc3ccccc3)ncn2)c1N	-3
CC(C)(C)OC(=O)N1CCC(N[C@@H](Cc2ccccc2)C(=O)NCC(c2ccccc2)c2ccccc2)(C(=O)NC2CCCCC2)CC1	-1
COc1cccc(-n2nc(-c3ccnn3-c3ccc(C)cc3)c(=O)n(C)c2=O)c1	1
O=C1NC[C@H](Cc2ccccc2)N(C[C@H]2CCCN2C[C@H](Cc2ccccc2)N2C[C@H](Cc3ccc(O)cc3)N(CCc3ccccc3)C(=O)C2=O)C1=O	-5
COc1ccc(CCC(=O)N2CCCc3ccccc32)cc1	-1
COc1ccc(CCC(=O)NCCc2nc3ccccc3[nH]2)cc1	2
Cc1cccc(NC(=O)CSc2nnc(CNC(=O)c3ccc(S(=O)(=O)N(C)C)cc3)n2-c2cccc(C)c2)c1	5
CCOC(=O)C1=C(CC)Nc2ccccc2N/C1=N\S(=O)(=O)c1ccc2ccccc2c1	1
(list continues)
SMILES	TbREL1 primary
CC12CCC(C/C1=N/NC(=O)COc1ccccc1Cl)C2(C)C (stereo not given)	1
CC(C)N(Cc1nc(-c2ccccc2)no1)C(=O)CSc1ccccc1	-3
COc1cccc(CNS(=O)(=O)c2cc(Br)cc3c2N(C(C)=O)C(C)C3)c1 (stereo not given)	-1
C#CCOCCOCCOCCNc1nc(N2CCN(C(=O)C([C@@H](C)CC)n3cc(C(N)COC(=O)C(F)(F)F)nn3)CC2)nc(N2CCN(C(=O)C([C@@H](C)CC)n3cc(C(N)CC(C)C)nn3)CC2)n1 (stereo not given in full)	4
COc1ccc2nc(NC(=O)CCNC(=O)c3ccccc3Cl)sc2c1	0

Among those listed so far, these contain a thiophene ring, fused or not:
SMILES	TbREL1 primary
COc1cccc(NC(=O)CCNS(=O)(=O)c2ccc(Br)s2)c1	2
Cc1ccsc1C(=O)NNC(=O)C1CCCCC1C(=O)O (stereo not given)	-2
CC(=O)NCCNc1nc2cc(-c3ccccc3)sc2c(=O)n1C	0
COC(=O)[C@H](NC(=O)c1cc([C@@H](NC(=O)OC(C)(C)C)C(C)C)sc1N)C(C)C	2
COc1ccc(-c2cc(-c3cccs3)c(C#N)c(SCC(=O)NCc3ccccc3OC)n2)cc1	1
CCCN(Cc1nnc(-c2cccs2)o1)C(=O)c1cccc(S(=O)(=O)N2CCOCC2)c1	4

The list is partial (hit frequency here may not be typical).
